Screening results as filed in PubChem BioAssay.
VEEV TC-83 Vero – inhibitors of VEEV TC-83 cytopathic effect, confirmation, Vero cells (AID 588727); Vero cells, VEEV TC-83 cytopathic effect inhibition; higher % means a stronger effect; 350,000 tested, 0.13% active; inhibition, % at 20 µM, or IC50 in µM where a hit was titrated; in the data active = a potency from the dose series; inconclusive = inhibition mostly from about 14% at the one dose, without a potency; inactive = the rest, 99 in 100 with inhibition below about 12%; also: strong numbers were not always called active
H37Rv inhibition – M. tuberculosis growth inhibition, HTS (AID 449762); one-dose inhibition, % at 25 µM; IC50 in µM for titrated hits; 330,000 tested, 0.59% active; M. tuberculosis H37Rv growth inhibition, 7H9 media; higher % means a stronger effect; in the data active = a potency from the dose series; inconclusive = inhibition above about 70% without an active follow-up result;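 also: bacterial growth assessed after seven days of incubation; strong numbers were not always called active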
PhoP GFP inhibition – Inhibition of PhoP regulon, Salmonella typhi GFP reporter cells, confirmation, 4 h (AID 1850); Salmonella Typhi PhoP-promoter GFP reporter, fluorescence, 4 h; higher % means a stronger effect; inhibition, % at 50 µM, or IC50 in µM where a hit was titrated; 310,000 tested, 0.33% active; in the data active = a potency from the dose series; inconclusive = inhibition mostly from about 25% at the one dose, without a potency; inactive = the rest, 99 in 100 with inhibition below about 19%;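 also: 0% = induced wells with vehicle and 100% = uninduced wells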
tuberculosis growth – growth inhibition of non-replicating M. tuberculosis (AID 488890). Mycobacterium tuberculosis non-replicating, growth inhibition; higher % means a stronger effect. one-dose inhibition, % at 25 µM; IC50 in µM for titrated hits. 320,000 tested, 0.39% active; in the data active = a potency from the dose series; inconclusive = inhibition mostly from about 82% at the one dose, without a potency; inactive = the rest, 99 in 100 with inhibition below about 76%;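 also: plate controls were DMSO cells for no effect and high antibiotic wells for full effect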
H1N1 NS1A inhibition – NS1A inhibition, H1N1 influenza, cell based functional assay (AID 504329); NS1A functional cell-based assay, percent inhibition; higher % means a stronger effect; one-dose inhibition, % at 12.5 µM; IC50 in µM for titrated hits; 340,000 tested, 0.3% active; in the data active = a potency from the dose series; inconclusive = inhibition above about 27% without an active follow-up result; also: strong numbers were not always called active
VEEV TC-83 Vero 10K pilot screen – recorded beside VEEV TC-83 Vero, whose call it bears; inhibition, %; measured here: 10K pilot screen inhibition
Starred values were filed as active, the others as inactive; i = inactive; ? = inconclusive; · = no result given.

SMILES	VEEV TC-83 Vero	H37Rv inhibition	PhoP GFP inhibition	tuberculosis growth	H1N1 NS1A inhibition	others
Cc1ccc(C(=O)Nc2cccc(NC(=O)c3cccnc3)c2)cc1	2.2%	19%	4%	-11%	10%
CCOC(=O)CSc1nc2cc(C(=O)N3CCCC3)ccc2c(=O)n1Cc1ccccc1	5.7%	3%	4%	24%	6%
COc1ccc(/C=N/NC(=O)c2cccc(NC(C)=O)c2)c(OC)c1	0.3%	1%	3%	15%	4%
COc1ccccc1NC(=S)NC(=O)Cc1ccc(Cl)cc1	i	2%	-7%	6%	-2%
CCOC(=O)CN(C(=O)CNC(=O)c1ccco1)C(C(=O)NC1CCCC1)c1ccccc1OCC (centres undefined)	i	-2%	6%	13%	3%
Cc1ccc(CNC(=O)CCC2CCCN(Cc3cccc4cccnc34)C2)o1 (centres undefined)	1.1%	2%	3%	6%	1%
Cc1ccccc1N/N=C/c1ccc(C#N)cc1	3.8%	26%	0%	39%	-3%
COc1cccc(NC(=O)CNC(=O)Cn2cnc3sc4c(c3c2=O)CCCC4)c1	i	37µM*	5%	6%	0%
O=C(COC(=O)C1CCC(=O)N1)Nc1ccc(Cl)cc1Cl (centres undefined)	1.0%	3%	-1%	1%	-2%
C=CCNC(=S)Nc1ccc2nc(C)oc2c1	1.0%	-8%	-1%	65%	8%
CCOc1ccccc1C1CC(c2ccc(Br)cc2)Nc2nc(N)nn21 (centres undefined)	0.3%	4%	13%	50%	-2%
COc1ccc(NC(=O)C2CCCN2S(=O)(=O)c2cccc3cccnc23)cc1OC (centres undefined)	0.6%	-3%	0%	4%	1%
COc1ccc(CN(C(=O)c2ccco2)c2ccc(Br)cc2)cc1OC	0.4%	0%	1%	32%	-4%
CCn1cc(C(=O)Nc2ccccc2C(=O)OC)cn1	2.4%	3%	12%	1%	·
Cc1ccc(-c2cc(C(=O)N(C)Cc3cnn(C)c3C)c3cc(Br)ccc3n2)cc1	5.5%	23%	8%	25%	15%
COc1cccc(-c2cc3onc(-c4ccccc4)c3c(=O)n2C)c1	5.0%	-5%	9%	4%	-3%
COc1ccc(S(=O)(=O)N2CCCOC2CNC(=O)C(=O)NCCCN2CCOCC2)cc1C (centres undefined)	0.9%	-12%	-4%	3%	-6%
CCC1(CC(C)C)SC(N)=NC1=O (centres undefined)	0.7%	·	·	·	-5%
CCNC1=C(Cl)C(=O)c2ccccc2C1=O	0.6%	44%	0%	11%	11%
Cc1ccc(S(=O)(=O)N/N=C/c2cc(Br)c(C)o2)cc1	1.8%	2%	7%	40%	-5%
O=C1c2ccccc2C(=O)N1CC#CCN1CCN(C(c2ccccc2)c2ccccc2)CC1	3.2%	4%	-5%	-2%	-6%
COC(=O)c1cccc(NC(=O)CSc2nnc(COc3ccc(C#N)cc3)n2-c2ccccc2)c1	2.9%	2%	0%	36%	2%
O=C(O)CCCC(=O)Nc1c(F)c(F)c(F)c(F)c1F	1.1%	3%	-31%	0%	2%
Cc1ccc(C)c(CN2CCC(n3nccc3NC(=O)C3CCCC3)CC2)c1	0.7%	6%	-2%	18%	-9%
ON(CCc1ccccn1)Cc1ccccc1	3.8%	·	·	·	-20%

Molecules shown so far with a Cl atom (3):
SMILES	VEEV TC-83 Vero	H37Rv inhibition	PhoP GFP inhibition	tuberculosis growth	H1N1 NS1A inhibition	others
COc1ccccc1NC(=S)NC(=O)Cc1ccc(Cl)cc1	i	2%	-7%	6%	-2%
O=C(COC(=O)C1CCC(=O)N1)Nc1ccc(Cl)cc1Cl (centres undefined)	1.0%	3%	-1%	1%	-2%
CCNC1=C(Cl)C(=O)c2ccccc2C1=O	0.6%	44%	0%	11%	11%

Back to the main list with the four entries that preceded the break.
SMILES	VEEV TC-83 Vero	H37Rv inhibition	PhoP GFP inhibition	tuberculosis growth	H1N1 NS1A inhibition	others
COC(=O)c1cccc(NC(=O)CSc2nnc(COc3ccc(C#N)cc3)n2-c2ccccc2)c1	2.9%	2%	0%	36%	2%
O=C(O)CCCC(=O)Nc1c(F)c(F)c(F)c(F)c1F	1.1%	3%	-31%	0%	2%
Cc1ccc(C)c(CN2CCC(n3nccc3NC(=O)C3CCCC3)CC2)c1	0.7%	6%	-2%	18%	-9%
ON(CCc1ccccn1)Cc1ccccc1	3.8%	·	·	·	-20%
O=C(NC(=S)NCCN1CCOCC1)c1ccc(F)cc1	0.2%	-1%	2%	-30%	1%
COc1ccc(NC(=O)CN(C)C(=O)c2ccc3c(c2)S(=O)(=O)N=C2CCCCCN23)cc1	2.4%	-19%	-11%	-8%	-9%
COc1ccc(S(=O)(=O)NC(CC(=O)NCCc2ccc(OC)c(OC)c2)C(C)C)cc1 (centres undefined)	i	5%	2%	9%	2%
Cc1cc(C)n(-c2ccc(C(=O)N3CCC(CO)(Cc4ccccc4)CC3)cc2)n1	0.4%	20%	-1%	24%	-9%
CCOC(=O)N1CCN(c2c(NCc3ccc(N(C)C)cc3)c(=O)c2=O)CC1	0.4%	-6%	·	-9%	0%
CC(C)(C)c1cc(C(=O)N/N=C/c2ccco2)n[nH]1	0.0%	0%	0%	-4%	-4%
COc1ccc(OCC(=O)N2CCN(c3cccc(C(F)(F)F)c3)CC2)cc1	5.0%	9%	-4%	31%	-127%
Cc1ccccc1NC(=O)Cn1nnc(S(=O)(=O)c2ccc(C(C)(C)C)cc2)c1N	i	-17%	-14%	0%	5%
CC(C)CNC(=O)c1ccc(Cl)c(N)c1	·	-6%	-4%	-1%	·
O=Cc1ccccc1-c1cn(CCCOCc2ccccc2)nn1	i	6%	-30%	2%	4%
COc1ccc(C2(CNC(=O)CCC(=O)O)CCCC2)cc1OC	2.3%	7%	-8%	-7%	-22%
CCOC(=O)c1cc(-c2ccccc2)nn1-c1ccccn1	2.6%	-2%	-6%	20%	3%
CC(C)(C)c1ccc(OCC(=O)O)cc1	0.2%	-3%	-6%	1%	2%
Cc1cc(C)c[n+](-c2nc([O-])sc2C=O)c1	1.1%	-9%	-4%	-2%	2%
COc1ccc(NC(=O)CC2SC(=NCC3CCCO3)NC2=O)c([N+](=O)[O-])c1 (centres undefined)	0.9%	0%	9%	2%	-15%
CC(NC(=O)NNC(N)=S)(C(F)(F)F)C(F)(F)F	0.4%	-14%	7%	-7%	-22%
O=C(NCCN1CCOCC1)c1cc(-c2ccccc2Cl)on1	1.1%	5%	7%	-4%	0%
CCCCOC(=O)COc1ccc(Cl)cc1Cl	0.2%	27%	·	?	-10%
O=C(C1c2ccccc2Oc2ccccc21)N1CCN(c2ccc(Cl)cc2)CC1	i	9%	-5%	4%	1%
Cc1ccc(S(=O)(=O)N2CC3(C)CN(S(=O)(=O)c4ccc(C)cc4)CC(C)(C2)C3=O)cc1	i	-6%	-10%	-3%	-1%	VEEV TC-83 Vero 10K pilot screen=0.3
O=C(Nc1ccc2ccccc2c1)/C(=C/c1cccc(Br)c1)NC(=O)c1ccco1	8.0%	0%	-5%	-6%	-15%
Cc1cc(=O)n2nc(N3CCCC(C(=O)NCCc4ccc(Cl)cc4)C3)sc2n1 (centres undefined)	1.9%	0%	9%	20%	-9%
CC1(C)CC2CC(C)(CN2CC(O)COc2ccccc2)C1 (centres undefined)	2.3%	-2%	8%	-1%	8%
CC1CN(C(=O)COC(=O)c2ccc3ncsc3c2)CC(C)O1 (centres undefined)	1.3%	1%	·	-1%	-1%
CCCCn1c(=N)n(CC(=O)c2ccco2)c2ccccc21	i	0%	7%	1%	-7%

New compounds follow:
SMILES	VEEV TC-83 Vero	H37Rv inhibition	PhoP GFP inhibition	tuberculosis growth	H1N1 NS1A inhibition	others
O=C(/C=C/NNC(=O)c1ccccc1)c1ccccc1	2.6%	45%	5%	?	13%
Cn1nnnc1CCOCCc1nnnn1C	1.1%	1%	2%	0%	-7%
COCCn1c(-c2ccccc2)csc1=Nc1cccnc1	7.4%	-4%	5%	24%	·
CC(=O)C1CCC2C3CC(C)C4=CC(=O)CCC4(C)C3C(=O)CC12C (centres undefined)	0.5%	·	·	·	-2%
Cc1ccc(NC(=O)CSc2nc3c(cc2C#N)C(=O)CCC3)cc1S(=O)(=O)N(C)C	10.0%	1%	2%	-1%	-5%
COc1cc(OC)cc(C(=O)NCCCCc2ccccc2)c1	2.3%	9%	11%	22%	-20%
CCC(=O)N1c2ccc(S(=O)(=O)CCC(=O)Nc3nccs3)cc2CC1C (centres undefined)	1.0%	-7%	3%	22%	-5%
COc1cccc(NC(=O)c2ccnc(N3CCC(C(=O)NCc4cc(OC)ccc4OC)CC3)c2)c1	13%	-4%	3%	39%	10%
COc1ccc(CSC2=CS(=O)(=O)c3ccccc3N2)cc1	i	4%	7%	30%	9%
CCOC(=O)N1CCC(Nc2c(NCCN3CCN(Cc4ccccc4)CC3)c(=O)c2=O)CC1	4.3%	-16%	-9%	-1%	-1%
COc1ccc([C@H]2C(C(=O)O)=C[C@@H](CC3CCCC3)N2S(=O)(=O)c2ccc(C)cc2)cc1OC	0.8%	-5%	·	43%	-7%
COCCCNC(=O)C1C2C=CC3(CN(Cc4ccc(C)cc4)C(=O)C13)O2 (centres undefined)	2.4%	-11%	-6%	-3%	3%	VEEV TC-83 Vero 10K pilot screen=1.3
CC1(CCc2ccccc2)NC(=O)N(CC(=O)N2CCCCCC2)C1=O (centres undefined)	0.4%	-7%	-2%	-18%	-5%
Cc1ccc(C)c2[nH]c(=O)c(CN(CC3CCCO3)S(=O)(=O)c3ccc4c(c3)OCCO4)cc12 (centres undefined)	0.5%	0%	-8%	0%	3%
Clc1nnc(N/N=C/c2ccccc2)c2ccccc12	1.4%	4%	2%	16%	24%
Cc1ccc(S(=O)(=O)N2CCC(C(=O)NC3CCCCC3C)CC2)cc1 (centres undefined)	2.5%	4%	6%	12%	5%
COc1ccc(NC(=O)c2ccc(NCCN3C(=O)CCC3=O)c([N+](=O)[O-])c2)cc1	0.7%	-1%	-5%	-18%	-5%
Cn1c(Cn2c(=O)sc3ccccc32)nnc1SCc1ccccc1	1.1%	2%	-7%	4%	-4%
O=C(NCCN1CCOCC1)c1ccc(Cl)c(S(=O)(=O)N2CCCCC2)c1	0.6%	-6%	-4%	-10%	-2%
O=C(O)CCNC(=O)c1ccc(NC(=O)Cc2ccc(Cl)cc2)cc1	i	1%	-2%	-4%	0%
Cc1ccc(-c2cc(NC(=O)c3ccccc3[N+](=O)[O-])n[nH]2)cc1	0.2%	-1%	0%	29%	19%
O=C(Nc1ccc2c(c1)CCC2)c1cc(S(=O)(=O)Nc2ccc(F)cc2)c(Cl)cc1Cl	0.1%	3%	-5%	11%	0%	VEEV TC-83 Vero 10K pilot screen=0.0
Cc1ccc(Cl)cc1NC(=O)c1ccc(CSc2nnnn2C)cc1	7.0%	11%	-2%	14%	-20%
Cc1cccc(C(=O)N[C@H](C(=O)Nc2cccc(S(=O)(=O)N3CCCC3)c2)C(C)C)c1	2.4%	8%	8%	11%	0%
Cc1ccsc1-c1nc(CN(C)C(C2CC2)C2CC2)c(C)o1	i	-5%	0%	5%	-2%
COc1cc(-c2nnc(Cn3cc(C(F)(F)F)ccc3=O)o2)cc(OC)c1OC	4.6%	-5%	-4%	-10%	9%
CNc1ccc(Br)cc1C(O)c1ccccc1 (centres undefined)	2.5%	-7%	5%	-7%	0%
O=c1cc(N2CCCC2)c(-c2ccccc2)n[nH]1	1.1%	10%	8%	-14%	·

Arranged by length of the SMILES (highest first): some entries from above
SMILES	VEEV TC-83 Vero	H37Rv inhibition	PhoP GFP inhibition	tuberculosis growth	H1N1 NS1A inhibition	others
Cc1ccc(NC(=O)CSc2nc3c(cc2C#N)C(=O)CCC3)cc1S(=O)(=O)N(C)C	10.0%	1%	2%	-1%	-5%
COc1cc(-c2nnc(Cn3cc(C(F)(F)F)ccc3=O)o2)cc(OC)c1OC	4.6%	-5%	-4%	-10%	9%
COCCCNC(=O)C1C2C=CC3(CN(Cc4ccc(C)cc4)C(=O)C13)O2 (centres undefined)	2.4%	-11%	-6%	-3%	3%	VEEV TC-83 Vero 10K pilot screen=1.3
